Screening data from PubChem.
KCNH2 3.1 inh – qHTS for Inhibitors of KCHN2 3.1: Mutant qHTS; activity change, % (tested at about 1.8 µM); Potassium voltage-gated channel subfamily H member 2, brain isoform KCNH2 3.1 (human); AID 720553, 2013; 340,000 tested, 0.95% active; U2OS KCNH2 3.1, thallium flux FluxOr; active compounds read low;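 active means maximum activity change below -70%; inconclusive means maximum activity change from -70% to -50%; inactive means maximum activity change above -50%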;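 further: thallium influx rate constant from kinetic fluorescence after stimulation buffer; on the % scale 0 is the no-effect control and ±100 the full control effect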
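Steps: virus added to U2OS suspension (4 h, RT, dark); medium with 10% FBS added, cells plated, 37 C overnight; FluxOr/Red40 loading buffer 45 min RT; stimulation buffer, 2 min kinetic read; rate constant normalized.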
Eya2 phos inh – qHTS Assay for Inhibitors of the Phosphatase Activity of Eya2. Potency, µM (series often up to 76.9 µM), inactives show top-dose activity, negative = inhibition, most hits filed as inhibitors. recombinant Eya2, OMFP fluorescence dephosphorylation (OMFP is methylfluorescein phosphate). 330,000 tested, 0.006% active; further: potency means the concentration at half of the fitted maximal effect; on the % scale 0 is the no-effect control and ±100 the full control effect
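Eya2 protein (added as 0.2 uM solution) was preincubated with compound for 10 min at ambient temperature in 50 mM HEPES pH 7.5, 50 mM NaCl, 5 uM MgCl2, 0.05% BSA, 1 mM DTT. OMFP (added at 50 uM) then reacted 10 min; fluorescence read at 485/525 nm.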
hERG WT inh – qHTS for Inhibitors of KCHN2 3.1: Wildtype qHTS | activity change, % at 1.84 µM | U2OS, BacMam KCNH2, thallium flux FluxOr; active compounds read low | Voltage-gated inwardly rectifying potassium channel KCNH2 (Homo sapiens), Q12809 | 340,000 tested, 0.37% active;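 active means maximum activity change below -70%; inconclusive means maximum activity change between -70% and -50%; inactive means maximum activity change above -50%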; further: on the % scale 0 is the no-effect control and ±100 the full control effect
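U2OS cells transduced with wild-type KCNH2 virus are loaded with FluxOr dye for 45 min, and thallium flux is measured in kinetic reads before and after stimulation buffer. Rate constants are normalized to DMSO controls.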
TRPV1 ag – HTS Assay for Compounds that Act as Agonists of the Vanilloid Receptor 1 | 320,000 tested, 0.19% active | activation, % at 8.33 µM | TRPV1-expressing cells, Fluo-8 calcium influx, agonist mode; in the data active means activation above about 80%; inconclusive means between about 30% and that limit; further: 0% is about no effect
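Fluo-8 calcium influx in TRPV1-expressing cells, kinetic read (ex 480/em 520 nm). Compound added and read 3 min for agonist activity, followed by capsaicin at EC20 final and 2 min further read for enhancement.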
USP2a block – qHTS Assay for Inhibitors of Ubiquitin-specific Protease USP2a Using CHOP2 as the Reporter. Ubiquitin carboxyl-terminal hydrolase 2 (Homo sapiens), O75604. USP2 core, Ub-CHOP2 coupled fluorogenic reporter, 485/531. Potency, µM (top dose mostly 38.3 µM), without a hit: top-dose activity change, negative = inhibition, usual class: inhibitors. 330,000 tested, 0.01% active. AID 463254, 2010;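 further: potency means the concentration at half of the fitted maximal effect; plate controls were DMSO wells for no effect and full inhibition by NEM control for full effect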
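USP2 core (10nM final) preincubated 30min RT with compound in 20mM Tris-HCl pH 8.0, 2mM CaCl2, 2mM beta-mercaptoethanol, 0.05% CHAPS; 25nM Ub-CHOP2 plus 25nM reporter substrate added, fluorescence (Ex485/Em531) read after 60min.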
A-T KAP1 phos – qHTS Assay for Identifying a Potential Treatment of Ataxia-Telangiectasia; […] A-T fibroblasts, KAP-1 phosphorylation AlphaLISA; neocarzinostatin DNA damage 30 min before lysis; Potency, µM (top dose mostly 57.5 µM), for inactives: at the highest dose activation, hits mostly activators; 320,000 tested, 0.19% active; AID 485349, 2010; further: potency means the concentration at half of the fitted maximal effect; % of control where 0% means no effect; nearly all actives have a fitted effect of over 45% in size
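ATM-like activity read as KAP-1 phosphorylation via AlphaLISA donor/acceptor antibody pairs after lysis and 6 hr at 25C. Cells were ATM-null patient fibroblasts ([…], hTERT), dosed 60 min, then exposed to the DSB inducer NCS for 30 min.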
Mito fusion yeast – qHTS Assay for Small Molecule Inhibitors of Mitochondrial Division or Activators of Mitochondrial Fusion; S. cerevisiae fusion-defective mutant growth rescue, CellTiterGlo 48 h; 320,000 tested, 0.23% active; Potency, µM (highest dose often 46.1 µM), for the others: top-dose growth rescue (activation), hits mostly activators;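 further: potency means the concentration at half of the fitted maximal effect; % of control where 0% means no effect; nearly all actives have a fitted effect of over 45% in size; temperature-sensitive fusion mutants such as fzo1-1 at 37 °C on non-fermentable ethanol glycerol medium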
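Yeast fusion mutant, YPEG (non-fermentable carbon), compound, 48 h at 37C non-permissive; CellTiterGlo added, 10 min RT, luminescence read. Rescued growth = division inhibition.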
TCR activator – Activators of T cell receptors: qHTS campaign. primary human leukocytes, anti-CD3, IL-2 HTRF, 48 h. Potency, µM (titrated, usually from 9.22 µM), for inactives: at the top dose activation of IL-2 secretion, hits mostly activators. 330,000 tested, under 10 active. AID 504894, 2011; further: % of control where 0% means no effect
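Compounds are tested in HTS on primary human leukocytes co-incubated with a-CD3 beads for 48 hr. IL-2 output is measured by time-resolved FRET.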
TSHR antag – Antagonists of the Thyroid Stimulating Hormone Receptor: HTS campaign. Thyrotropin receptor (Homo sapiens), P16473. activity change, negative = inhibition, % at 11.5 µM. AID 504810, 2011. 330,000 tested, 0.2% active. TSHR-expressing cells, TSH-stimulated cAMP HTRF, 2 h; active compounds read low;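 active means activity change below a set negative limit, meaning inhibition stronger than a set level, cut at about -70% in these data; inconclusive means activity change between two set negative limits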; further: on the % scale 0 is the no-effect control and ±100 the full control effect
Target sequence (P16473 whole entry, looked up): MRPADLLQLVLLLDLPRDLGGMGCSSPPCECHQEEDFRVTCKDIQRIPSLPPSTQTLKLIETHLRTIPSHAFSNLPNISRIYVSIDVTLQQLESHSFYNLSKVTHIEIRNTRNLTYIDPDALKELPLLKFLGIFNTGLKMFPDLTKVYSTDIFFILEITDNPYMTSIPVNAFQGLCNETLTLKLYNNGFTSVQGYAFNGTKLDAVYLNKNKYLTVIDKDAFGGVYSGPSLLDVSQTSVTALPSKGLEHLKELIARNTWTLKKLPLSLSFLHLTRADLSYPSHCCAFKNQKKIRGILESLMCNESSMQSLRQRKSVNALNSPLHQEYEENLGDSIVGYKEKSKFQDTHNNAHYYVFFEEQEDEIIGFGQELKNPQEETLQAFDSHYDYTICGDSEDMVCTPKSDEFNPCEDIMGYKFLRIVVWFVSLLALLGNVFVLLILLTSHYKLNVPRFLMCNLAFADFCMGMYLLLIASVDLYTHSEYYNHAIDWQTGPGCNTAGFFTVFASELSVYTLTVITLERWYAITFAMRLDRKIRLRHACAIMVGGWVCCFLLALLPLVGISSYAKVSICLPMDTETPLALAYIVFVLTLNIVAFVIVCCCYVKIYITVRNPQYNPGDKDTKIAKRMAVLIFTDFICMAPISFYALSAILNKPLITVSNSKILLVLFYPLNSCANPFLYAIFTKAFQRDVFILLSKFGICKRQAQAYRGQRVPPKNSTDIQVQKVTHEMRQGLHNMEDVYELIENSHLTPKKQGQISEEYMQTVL
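Competitive HTRF cAMP read-out (cryptate anti-cAMP antibody, cAMP-d2; 30 min, room temperature) in freshly harvested TSHR cells. Compounds added before TSH at EC80 (4nM final), followed by 2 hours' incubation at 37 deg C.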
ELG1 DNA repair – qHTS screen for small molecules that inhibit ELG1-dependent DNA repair in human embryonic kidney (HEK293T) cells expressing luciferase-tagged ELG1 | HEK293T ELG1-luciferase reporter, luminescence, 16 h; DNA damage induced by 5-fluorouridine | Potency, µM (titrated, usually from 46.1 µM), inactives show at the top dose activity change, negative = inhibition, actives largely listed as inhibitors | 330,000 tested, 2.3% active | AID 504467, 2011; further: potency means the concentration at half of the fitted maximal effect; on the % scale 0 is the no-effect control and ±100 the full control effect; nearly all actives have a fitted effect of over 55% in size
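Cells (2,000 per well) received 5-fluorouridine plus test compound or DMSO and were incubated 16 hr at 37 °C, 5% CO2. Luciferase activity was read by luminescence 30 min after ONE-Glo addition; signal suppression marked inhibition of damage-induced ELG1 function.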
* hit, by the source's call; ? = inconclusive; nt = no result given; [ ] = dose if it differs, or a comment. Unless noted, the call rests on the fitted dose curve; in most records, active means well fitted curve in the direction sought with a large enough effect; inconclusive means small, poorly fitted or top-dose-only effect, or another doubt; inactive means no such curve, though single readings can be large; an effect the other way counts as inactive or inconclusive. This is a subset, so the mix of outcomes need not match the whole.

SMILES | KCNH2 3.1 inh | Eya2 phos inh | hERG WT inh | TRPV1 ag | USP2a block | A-T KAP1 phos | Mito fusion yeast | TCR activator | TSHR antag | ELG1 DNA repair
COc1ccc(-n2c(C)nn(C)c2=O)cc1 | 2 | 4% | 0 | 0 | 1% | 6% | 0% | 4% | -4 | 11%
COc1ccc(N(CC(=O)N/N=C/c2cc(Br)c(C)o2)S(=O)(=O)c2ccc(NC(C)=O)cc2)cc1 | 15 | -8% | 21 | 2 | -1% | 1% | -1% | -111% | 10 | -20%
COc1cccc(/C(C#N)=C/c2c(-c3ccc(Cl)cc3)nc3c(C)cccn23)c1 | -29 | -28% | -4 | -3 | 0% | -4% | 25% | -6% | -10 | 15µM*
Cc1cccc(COc2ccccc2C(=O)N(C)CC(=O)Nc2cccc(F)c2)c1 | 13 | -14% | -3 | 28 | -4% | 11% | ? | -17% | 9 | ?
O=C(NCCc1ccc(C(F)(F)F)cc1)C1CCC(=O)N(CCCc2ccccc2)C1 (centres undefined) | 5 | -15% | -3 | -3 | 3% | 6% | 16% | 9% | -11 | 5%
Cc1cc(N2CCC(C)CC2)nc2ccc(N3C(=O)CCC3=O)cc12 | -5 | -17% | 13 | -4 | 0% | 2% | -1% | -1% | -11 | 5%
CCn1cc(C(=O)O)c(=O)c2cc(F)c(N3CCN(C(=S)NC(=O)c4ccc(F)c(F)c4)CC3)cc21 | 0 | -5% | -3 | 2 | -1% | 3% | 9% | -1% | -6 | 9%
CC(C)c1ccc(NC(=O)NCc2cccnc2)cc1 | 2 | -1% | -6 | ? | 0% | -2% | 0% | nt | 2 | ?
CCN(C(=O)C(C)Sc1nnc(-c2ccncc2)n1C)C1CCCCC1 (centres undefined) | -1 | -17% | 5 | nt | 2% | -1% | nt | 2% | 2 | -4%
COc1ccc(C(CNC(=O)c2ccc(-c3cccc(C(F)(F)F)c3)o2)N2CCOCC2)cc1 (centres undefined) | 8 | -14% | -1 | ? | -6% | 8% | 8% | -3% | -5 | ?
N#Cc1ccc(N/N=C/c2cn(-c3ccccc3)nc2-c2ccccc2)c([N+](=O)[O-])c1 | -2 | -5% | -2 | 4 | 0% | -2% | -3% | -1%[46.1 µM] | 13 | 14%
CC(=O)N(c1ccc(C)cc1)S(=O)(=O)c1ccc(Cl)cc1 | -5 | 4% | -3 | 11 | 3% | 0% | -2% | -6% | 7 | -8%
O=C(NCCCN1CCCC1)c1ccc2c(Cl)c3c(nc2c1)CCCC3 | 15 | -9% | -2 | 6 | -1% | 1% | -3% | -1% | 8 | -2%
COCc1cc(C)nc2sc(C(=O)NC3CCCCC3)c(N)c12 | 15 | -4% | -7 | nt | 1% | 2% | 5% | -6% | -9 | ?
Oc1ccc(Cl)cc1C=Nc1ccccc1Br | -9 | 1% | -4 | 0 | 6% | -6% | -5% | 1%[46.1 µM] | -6 | -3%
CCOC(=O)C1=CN(Cc2cccc(-c3cccnc3)c2)S(=O)(=O)N(CC)C1C (centres undefined) | 1 | -11% | 0 | nt | 6% | 16% | nt | -2%[46.1 µM] | -17 | ?
CCc1nc(-c2cc3ccc(C)cc3[nH]c2=O)no1 | -11 | 2% | -1 | 4 | 1% | 16% | ? | 10% | 13 | ?
O=C(COc1ccc(/C=N/NC(=O)c2ccccc2O)cc1)Nc1ccccc1 | -8 | -9% | 6 | 9 | 2% | -4% | -3% | -3% | -13 | ?
Cc1ccc(CCN2CCN=C2N(C)C)cc1 | nt | 9% | nt | 0 | 0% | 5% | 5% | -2% | 4 | ?
CCCN(CC1CC1)C(=S)NC(=O)C1CC1 | -9 | -9% | 57 | -1 | -6% | 0% | 5% | 3% | 8 | 0%
O=C(NCC1(N2CCOCC2)CCCCC1)c1cccc(S(=O)(=O)N2CCc3ccccc3C2)c1 | -49 | ? | -22 | 12 | -3% | -7% | 0% | nt | 2 | ?
COc1ccccc1C(=O)O/N=C(\N)c1ccc(Cl)cc1 | -5 | -6% | -7 | nt | 0% | -4% | 4% | -4% | 7 | ?
Cc1cc(C)n(-c2nc3sc4c(c3c3nnc(SCC(N)=O)n23)CC(C)(C)OC4)n1 | 8 | 11% | 1 | 0 | 2% | 1% | -2% | 8% | -11 | ?
COC(=O)C/C=C/[C@@H](C)[C@@H](/C=N/O[C@@H](C)c1cn([C@H](CO)Cc2ccccc2)nn1)NS(=O)(=O)c1ccc(C)cc1 | nt | 2% | nt | -1 | 3% | 4% | 1% | nt | 14 | -7%
C=CCn1c(SC)nnc1C1COc2ccccc2O1 (centres undefined) | -6 | -10% | -5 | -5 | -2% | 6% | 4% | 5% | -6 | 8%
CCN(CC)C(=O)CSc1ncnc2sccc12 | 4 | 14% | -3 | -2 | 4% | 3% | 0% | nt | -6 | ?
CCN(CCS(=O)(=O)c1ccc(Br)cc1)Cc1nc2ccccc2c(=O)[nH]1 | -36 | -35% | 11 | nt | -2% | -6% | nt | 16% | nt | ?
Nn1c(SCC(=O)Nc2ccccc2F)nnc1-c1cccnc1 | 13 | -11% | -1 | -1 | 3% | 4% | 1% | -1% | 2 | -7%
CCOc1ccc(CN2CCN(Cc3cccn3-c3ncccn3)CC2CCO)cc1 (centres undefined) | -111* | -4% | ? | -7 | -1% | 5% | -3% | 1% | 14 | 18%
CCOC(=O)c1ccc2[nH]c3c(c2c1)CCCC3C(=O)OCC (centres undefined) | 15 | -18% | 9 | 12 | -2% | -2% | -14% | -2% | -10 | -7%
Cc1ccc(Cl)cc1NC(=S)N(C)N | -7 | -13% | 0 | 5 | 0% | 5% | -9% | 0% | 9 | 3%
COc1ccc(CC(=O)NNC(=O)c2ccc(Br)s2)cc1OC | 6 | 12% | -2 | nt | 2% | 9% | nt | 4% | 36 | 1%
COc1ccccc1CNC(=O)COc1ccc(C)nc1[N+](=O)[O-] | 2 | 5% | -4 | 0 | 0% | -1% | 6% | -2% | 4 | 5%
COc1ccc(Cc2nn3c(Cn4nnc5ccccc54)nnc3s2)cc1 | -4 | -15% | -9 | 2 | -2% | 11% | 5% | -6% | -10 | ?
COc1ccc2c(c1)CCc1c-2nc2ccccc2c1N1CCOCC1 | -21 | -3% | -1 | 12 | 1% | 8% | 4% | 4% | 5 | 6%
Cc1cc(C)cc(-n2ccnc2SCC(=O)Nc2ccc3c(c2)OCCO3)c1 | 0 | 0% | 5 | 24 | 0% | -3% | 12% | 3% | 4 | -10%
COc1ccc(C(C)(C)C)cc1NC(=O)c1cc(S(=O)(=O)N(C)C)ccc1N1CCCC1 | ? | -16% | 5 | 6 | 1% | -3% | 4% | 1% | -2 | ?
Cc1occc1C(=O)NNC(=O)COc1ccc(Br)cc1Br | 6 | 5% | 0 | 2 | 2% | -8% | 0% | 1%[46.1 µM] | -1 | ?
CC1(C)Cc2c(C#N)c(OCC(=O)c3ccc(Cl)cc3)nc(-c3ccoc3)c2CO1 | 5 | -8% | -2 | 5 | 3% | -3% | 0% | 0% | 18 | 10%
O=C(CSc1nnc(-c2ccco2)o1)NCC(=O)c1ccccc1 | 8 | 7% | 11 | 0 | -1% | 9% | 9% | 6% | 31 | 0%
CNc1ccc(/C=C(\CCC(=O)O)c2nc3ccccc3s2)cc1[N+](=O)[O-] | -3 | -7% | -18 | 5 | 1% | 1% | -18% | -1%[46.1 µM] | -13 | ?
CC1CCCC(C)N1c1nnc(NC(=O)Cn2c(=O)oc3ccccc32)s1 (centres undefined) | 15 | 0% | -22 | -1 | 2% | -3% | 0% | -5% | 4 | 6%
CCOc1cc(C(N)=O)cc(Br)c1OC | -6 | -3% | 1 | -4 | 1% | 4% | -2% | 0%[46.1 µM] | 30 | 5.2µM*
CN(C)CCNC=C(C(=O)Nc1ccc(Cl)cc1Cl)C(=O)Nc1ccc(Cl)cc1Cl | -7 | 6% | 9 | -3 | 1% | -1% | 9% | 3% | 0 | ?
